D1 ag: agonists of human D1 dopamine receptor | 360,000 compounds, 1% hits | P21728 | HEK293 T-REx D1 cells, calcium flux, agonist mode | activation, % at 2 µM; also: 0% is about no effect
Target sequence (P21728 whole entry, looked up): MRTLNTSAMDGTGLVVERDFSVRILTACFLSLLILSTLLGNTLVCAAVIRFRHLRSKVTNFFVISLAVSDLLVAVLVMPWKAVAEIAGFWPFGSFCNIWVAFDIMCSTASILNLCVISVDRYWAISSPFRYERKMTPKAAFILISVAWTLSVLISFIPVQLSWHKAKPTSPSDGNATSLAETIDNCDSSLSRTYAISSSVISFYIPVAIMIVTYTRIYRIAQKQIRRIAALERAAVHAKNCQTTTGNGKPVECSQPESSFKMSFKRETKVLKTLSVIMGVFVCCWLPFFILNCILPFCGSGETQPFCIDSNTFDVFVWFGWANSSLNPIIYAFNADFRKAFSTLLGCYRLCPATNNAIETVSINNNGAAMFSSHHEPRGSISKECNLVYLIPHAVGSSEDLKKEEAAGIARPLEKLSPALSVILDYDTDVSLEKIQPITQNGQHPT
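Agonism was scored from calcium flux recorded over 180 s (1 read/s) after pintool compound addition, following a 10-cycle baseline. Cells were inducible force-coupled HEK293 TREx D1, plated overnight at 30 C and loaded with no-wash calcium dye.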
D1 antagonist: human D1 dopamine receptor antagonism | HEK293 TREx D1 cells, calcium flux, dopamine EC80; active compounds read low | activity change, negative = inhibition, % at 10 µM | P21728 | 360,000 compounds, 3.2% hits | AID 504652; in the data active = activity change below about -30%; also: % is scaled to controls: 0 for no effect and ±100 for the full control effect
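Allosteric or orthosteric antagonism assessed as attenuation of the calcium response to EC80 dopamine, added 180 s after compound, in induced HEK293 Trex D1 cells loaded with no-wash calcium dye.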
RXFP1 antag: antagonists of human relaxin receptor RXFP1; Q9HBX9; HEK293-RXFP1, relaxin-stimulated cAMP HTRF, 30 min; active compounds read low; activity change, negative = inhibition, % at 57.5 µM; 350,000 compounds, 0.59% hits; AID 1259400;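 active = activity change of -60% or lower, but not beyond a set lower limit; inconclusive = change between -60% and -40%, or beyond the set limit; inactive = change above -40%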; also: % is scaled to controls: 0 for no effect and ±100 for the full control effect
TRHR agonist: agonists of human TRH receptor | P34981 | activation, % at 2 µM | 360,000 compounds, 0.18% hits | TRHR cells, calcium flux fluo-8, FDSS agonist mode; also: 0% is about no effect
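Fluo-8-loaded TRHR cells; 10 s baseline, compound added, kinetic Ca2+ fluorescence read 1/s, agonist mode.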
D2 antagonist: D2 dopamine receptor (human) antagonism; HEK293 TREx D2 cells, calcium flux, dopamine EC80; 340,000 compounds, 2% hits; AID 485344; inhibition, % at 10 µM; in the data active = inhibition above about 30%; also: 0% is about no effect
Target sequence (P14416 whole entry, looked up): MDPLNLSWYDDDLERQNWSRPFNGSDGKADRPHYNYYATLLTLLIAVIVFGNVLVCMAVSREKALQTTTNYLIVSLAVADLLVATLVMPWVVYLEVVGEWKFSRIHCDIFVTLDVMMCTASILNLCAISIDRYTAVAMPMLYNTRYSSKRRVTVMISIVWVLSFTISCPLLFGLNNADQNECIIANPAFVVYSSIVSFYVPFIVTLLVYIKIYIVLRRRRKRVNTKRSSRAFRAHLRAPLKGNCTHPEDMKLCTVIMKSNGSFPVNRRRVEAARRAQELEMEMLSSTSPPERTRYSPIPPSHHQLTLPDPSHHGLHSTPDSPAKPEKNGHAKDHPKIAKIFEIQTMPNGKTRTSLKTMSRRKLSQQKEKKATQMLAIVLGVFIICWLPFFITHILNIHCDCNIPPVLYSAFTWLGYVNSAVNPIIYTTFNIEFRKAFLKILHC
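Tetracycline-induced HEK293 TREx cells expressing D2 receptor forced-coupled to calcium signalling, loaded with no-wash calcium dye. Compounds added and calcium flux read 180 s, then dopamine added at EC80 and read a further 180 s.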
D2 PAM: positively modulates the human D2 dopamine receptor allosterically; HEK293 T-REx D2, calcium flux, EC20 dopamine potentiation; potentiation, % at 10 µM; 340,000 compounds, 0.34% hits; AID 485347;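 active = potentiation over 3 SD above the plate norm, cut at about 30% in these data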; also: 0% is about no effect
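Potentiation of an EC20 dopamine calcium response is measured in a force-coupled, tetracycline-inducible Hek293 Trex D2 line. Compound-only kinetic reads over 180 s flag agonists before dopamine addition.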
D2 agonist: D2 dopamine receptor (human) agonism | HEK293 T-REx D2 cells, calcium flux agonist mode | 340,000 compounds, 0.53% hits | activation, % at 2 µM | P14416 | AID 485358;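 active = activation over 3 SD above normal in the single-dose calcium agonist read, cut at about 30% in these data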; also: 0% is about no effect
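In this primary screen, compounds producing a positive calcium signal within 180 s of addition to tetracycline-induced, force-coupled HEK293 Trex D2 cells are flagged; cells are dye-loaded with a no-wash calcium kit beforehand.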
TRHR enhancer: allosterically enhances the human TRH receptor. AID 493056. 360,000 compounds, 0.66% hits. enhancement, % at 2 µM. TRHR cells, fluo-8 calcium fluorescence, EC20 TRH enhancement; in the data active = enhancement above about 30%; also: 0% is about no effect
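Enhancer read-out: after compound pinning and an initial kinetic agonist-mode read, an EC20 of TRH (10 nM final) was injected and fluo-8 calcium signal (Ex 480/Em 530) followed at 1 s/cycle for 100 cycles in TRHR-expressing cells.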
D1 PAM: enhances dopamine response at the human D1 receptor; P21728; HEK293 TREx D1 cells, calcium flux, dopamine EC20 potentiation; potentiation, % at 10 µM; 360,000 compounds, 0.036% hits; AID 504651; in the data active = potentiation above about 30%; also: 0% is about no effect
The depositor's hits bear a star; ? = inconclusive; . = no result given. Rule as the data show it, unless noted: active = activation above about 30%; inactive = the rest.

SMILES	D1 ag	D1 antagonist	RXFP1 antag	TRHR agonist	D2 antagonist	D2 PAM	D2 agonist	TRHR enhancer	D1 PAM
CCOc1ccc(S(=O)(=O)N/N=C(\C)c2ccc(OC)cc2OC)cc1	5	-23	-11	-0.2	-6	10	0.1	-9	2
COc1ncnc2c1oc1nc(CC(C)C)c3c(c12)CCCC3	1	-6	-33	-0.2	17	-1	0.8	-1	-1
CC1CCN(S(=O)(=O)c2cc3c4c(c2)CC(=O)N4CCC3)CC1	-3	.	-10	0.0	.	13	0.4	-1	3
COc1ccccc1N(C)S(=O)(=O)c1ccc(C(=O)OCC(=O)NCc2cccs2)cc1	10	-29	-20	1.4	-3	-15	0.3	-5	-10
CC1=C(C(=O)NC2CCCc3c2cnn3-c2cc(F)cc(F)c2)OCCO1 (centres undefined)	2	-14	-12	1.6	6	10	-1.7	1	-10
O=C(NCCCN1CCCC1)c1cccc(N2CCCC2=O)c1	4	3	-5	-0.7	-11	7	-1.8	10	-4
Nc1nc(NCC(=O)O)nc(NC2CCCCC2)c1[N+](=O)[O-]	0	-2	1	-0.4	.	.	.	-1	-1
Cc1ccc(-c2csc3ncnc(Cl)c23)cc1	3	-21	?	-0.8	1	-5	-0.8	-1	-4
O=Cc1cn(CC(=O)N2CCCCCC2)c2ccccc12	4	-5	3	-0.7	-12	4	0.3	8	-1
COc1ccc(N(Cc2cccs2)C(=O)COc2cccc(Cl)c2)cc1	25	-7	?	2.1	.	-11	1.5	-3	-1
CCC1CCCCN1Cc1ccc(CNC(=O)CCc2nnc3ccc(N4CCCCC4)nn23)o1 (centres undefined)	2	-3	22	-0.6	-2	-6	0.1	-1	0
C/C(CCc1ccccc1)=N\NC(=O)CCc1ccccc1	0	4	17	1.0	11	1	-0.7	0	-15
CCOC(=O)N1CCN(c2nc(-c3ccc(Cl)cc3)cs2)CC1	5	-9	1	-2.1	15	-6	1.2	-1	-3
COc1ccc2c(c1OC)C(=O)N1C2SC[C@H]1C(=O)NC1CC1 (some centres undefined)	0	4	.	-1.2	14	2	-0.9	9	2
Cc1ccccc1CS(=O)(=O)c1cnc2ccccc2n1	-2	.	13	-0.6	-23	7	-0.1	10	-3

As a short view, some entries already given:
SMILES	D1 ag	D1 antagonist	RXFP1 antag	TRHR agonist	D2 antagonist	D2 PAM	D2 agonist	TRHR enhancer	D1 PAM
COc1ncnc2c1oc1nc(CC(C)C)c3c(c12)CCCC3	1	-6	-33	-0.2	17	-1	0.8	-1	-1
CC1CCN(S(=O)(=O)c2cc3c4c(c2)CC(=O)N4CCC3)CC1	-3	.	-10	0.0	.	13	0.4	-1	3
COc1ccccc1N(C)S(=O)(=O)c1ccc(C(=O)OCC(=O)NCc2cccs2)cc1	10	-29	-20	1.4	-3	-15	0.3	-5	-10
CC1=C(C(=O)NC2CCCc3c2cnn3-c2cc(F)cc(F)c2)OCCO1 (centres undefined)	2	-14	-12	1.6	6	10	-1.7	1	-10
O=C(NCCCN1CCCC1)c1cccc(N2CCCC2=O)c1	4	3	-5	-0.7	-11	7	-1.8	10	-4
Nc1nc(NCC(=O)O)nc(NC2CCCCC2)c1[N+](=O)[O-]	0	-2	1	-0.4	.	.	.	-1	-1
Cc1ccc(-c2csc3ncnc(Cl)c23)cc1	3	-21	?	-0.8	1	-5	-0.8	-1	-4
O=Cc1cn(CC(=O)N2CCCCCC2)c2ccccc12	4	-5	3	-0.7	-12	4	0.3	8	-1
COc1ccc(N(Cc2cccs2)C(=O)COc2cccc(Cl)c2)cc1	25	-7	?	2.1	.	-11	1.5	-3	-1
CCC1CCCCN1Cc1ccc(CNC(=O)CCc2nnc3ccc(N4CCCCC4)nn23)o1 (centres undefined)	2	-3	22	-0.6	-2	-6	0.1	-1	0
C/C(CCc1ccccc1)=N\NC(=O)CCc1ccccc1	0	4	17	1.0	11	1	-0.7	0	-15

Carrying on:
SMILES	D1 ag	D1 antagonist	RXFP1 antag	TRHR agonist	D2 antagonist	D2 PAM	D2 agonist	TRHR enhancer	D1 PAM
Cc1ccc(-n2cccc2/C=N/n2cnnc2)cc1Cl	1	4	-1	0.1	-3	6	-0.1	-2	-1
COc1cccc(CN(C)C(=O)c2ccc(COc3ccc(Cl)cc3)cc2)c1OC	54*	-19	-6	-0.8	-18	6	0.2	7	.
CCCCOc1ccc(-c2cc(C(F)(F)F)c(C#N)c(SCC(=O)O)n2)cc1	68*	-3	-24	0.0	7	-1	-0.6	8	-6
COc1ccc(C(=O)NC(C(=O)OCC(=O)Nc2sccc2C(N)=O)C(C)C)cc1 (centres undefined)	5	-3	-8	0.5	-4	7	1.0	-17	-3
C#CC(C)(CC)NC(=O)Cn1nnc(-c2ccc(OCc3ccccc3C)cc2)n1 (centres undefined)	10	6	-11	3.7	.	-6	-0.3	3	-6
COc1cc(/C=N/Nc2ccc3ccccc3c2)ccc1OC(=O)c1ccco1	2	-3	-4	-0.4	17	-5	-0.6	8	-4
CC(C)COc1ccc(/C(=N/O)c2ccccc2)cc1	2	-27	-14	-0.3	-16	-8	-0.5	-6	-1
CCN(CC)C1CCN(C(=O)c2ccc(OC3CCN(CCc4ccccc4)CC3)cc2)C1 (centres undefined)	1	17	-8	0.6	-6	-11	1.2	14	-4
O=c1ccc(NS(=O)(=O)c2ccc(Cl)cc2)cn1Cc1ccc(Cl)c(Cl)c1	9	-11	1	-0.1	-9	7	0.5	0	-7
COc1cc(F)ccc1S(=O)(=O)N1CCN(c2ccccc2)CC1	7	-7	1	0.2	9	-1	0.6	-4	-3
CCc1ccc(NC(=O)Cn2nc(C(=O)O)c3ccccc3c2=O)cc1	4	6	-10	0.1	6	-4	2.5	-8	.
Cc1ccc(CCNC(=O)C2CCCN(S(=O)(=O)c3c(C)nn(C)c3C)C2)cc1 (centres undefined)	0	-6	.	-0.5	-10	-5	-0.7	3	.
O=C(CSc1nnc(-c2ccccn2)o1)Nc1ccc(F)cc1	6	-7	-8	-0.8	8	-4	-0.2	1	0
Cc1cc(C)cc(OCCCn2c(CCNC(=O)C3CCCCC3)nc3ccccc32)c1	9	-13	-6	0.9	.	1	-0.1	-8	0
CCc1ccc(NC(=O)CN2CCCN(Cc3cccc(Cl)c3)S2(=O)=O)cc1	2	-8	-9	0.3	.	9	0.3	-1	-1
COc1ccc(C(=O)Oc2cc(C)c(CN3CCOCC3)cc2C)cc1OC	17	-14	-8	-0.1	4	12	1.0	-1	-3
C=C(C)C(=O)Nc1cccc(C2=NOC3(C2)C[C@@H](C(N)=O)N(C(=O)c2ccc(Cl)cc2)C3)c1 (some centres undefined)	2	18	.	0.0	-1	-10	3.5	-1	2
COC(CNC(=O)c1cc(S(=O)(=O)N2CCc3ccccc32)ccc1F)OC	1	-4	1	0.0	-2	11	0.1	6	-7
COc1ccc(OC)c(-c2nc(CN3CCN(C(=O)c4ccco4)CC3)c(C)o2)c1	0	-5	3	0.4	16	-11	49*	0	0
COc1cc([N+](=O)[O-])ccc1NC(=O)NCCCN1CCCC1=O	1	-15	14	0.2	-1	-14	0.4	7	-2
CCOC(=O)C1=C(O)/C(=C\c2ccc(O)c(OCC)c2)N=C1C	1	-11	-7	0.6	.	.	.	2	-6
C/C(=N\OCc1ccccc1C#N)c1cc2ccccc2o1	13	12	-8	1.3	8	-8	0.0	0	-3
CCOc1ccc(NC(=O)c2ccc(Cn3nc(C)cc3C)o2)cc1	1	-16	3	-1.3	-8	-15	8.1	-26	5
C[C@]12CC(O)C3C(CCC4=CC(=O)CC[C@@]43C)C1CCC2c1csc(-c2ccccc2)n1 (some centres undefined)	4	4	-1	-0.8	.	.	.	2	0
COc1ccc(NC(=O)C2CCN(C(=O)c3ccco3)CC2)c(OC)c1	3	-6	-9	-2.0	13	5	-0.5	9	1
COc1cc(OC)c(NC(=O)C(NS(=O)(=O)c2cccc3nsnc23)c2ccccc2)cc1Cl (centres undefined)	-1	-1	-13	-1.9	.	14	-0.7	9	0
Cc1c(Cl)cnc(NC(=O)COC(=O)CCc2nc3ccccc3s2)c1Cl	3	11	-9	-0.2	7	13	0.0	8	2
Cc1cc(NC(=O)c2ccc(COc3ccc(Cl)c(C)c3)o2)no1	1	5	-10	-1.1	-10	.	2.8	-3	-3
COc1ccc(NC(=O)c2oc3ccccc3c2NC(=O)c2ccco2)cc1	-4	-14	4	-0.1	-15	7	-0.5	-9	-4
COc1ccc(C(=O)NCCS(=O)(=O)NC(C)c2ccccc2)cc1 (centres undefined)	1	9	-3	-0.4	-20	-3	-0.5	6	-4
COc1ccccc1N(C)S(=O)(=O)c1ccc(Cl)c(C(=O)N2CCC(C(N)=O)CC2)c1	4	8	-33	0.0	-10	2	1.0	11	-9
COc1ccc(OC)c(-n2nnnc2SCC(=O)O)c1	1	-12	10	0.1	-7	5	0.0	4	-1
Cc1cc(C)c2c(n1)sc1c(N3CCN(CCO)CC3)ncnc12	4	-5	-5	-0.1	3	13	2.9	-1	8
CCOC(=O)N1CCC(NC(=O)c2sc(-n3cccc3)nc2C)CC1	-1	-27	5	-0.7	4	0	-0.2	-4	-2
Cc1cc(F)ccc1S(=O)(=O)N1CCCOC1CNC(=O)C(=O)NCCc1ccccc1 (centres undefined)	3	-34*	-1	-0.1	.	.	.	-6	-5
CCCNC(=O)CC1Sc2ccccc2NC1=O (centres undefined)	3	-8	4	1.2	-13	-7	0.3	-7	-3
COc1cccc(-n2c(Cc3cc(=O)[nH]c(=O)[nH]3)nnc2SCC(=O)N2CCC(C)CC2)c1	1	-11	-11	-0.9	-13	9	0.0	-13	-12
Cc1c(C)n(Cc2ccc(Cl)cc2)c2ccc(C(=O)NCCN3CCOCC3)cc12	5	-38*	-1	0.2	-19	-19	-0.4	-1	-12
Cc1ccc(S(=O)(=O)N2CCCCC2CCNC(=O)C(=O)NCc2ccccc2)cc1 (centres undefined)	8	21	-16	0.4	3	20	1.3	-4	-3
O=C(CCCn1c(=S)[nH]c2cc3c(cc2c1=O)OCO3)NCc1ccco1	2	12	-64*	0.1	0	1	1.2	2	-8
COC(=O)c1cccc(NC(=O)Cn2cnc3ccccc3c2=O)c1	1	-19	11	-0.4	17	-9	0.5	9	-6
Cc1nn(Cc2ccc(Cl)cc2)c2sc(C(=O)O)cc12	2	3	-7	0.2	32*	0	-0.2	-2	-1

Assay outcomes: PubChem BioAssay, National Center for Advancing Translational Sciences (NCATS)
